Mito fusion act: mitochondrial division inhibition or fusion activation | AID 485298 | Potency, µM (doses to about 46.1 µM), without a hit: at the highest dose growth rescue (activation), hits mostly activators | actives 0.23% (n = 320,000) | S. cerevisiae fusion-defective mutant growth rescue, CellTiterGlo 48 h;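 note: potency is the fitted concentration of half-maximal effect; % of control where 0% means no effect; nearly all actives have a fitted effect of over 45% in size; temperature-sensitive fusion mutants such as fzo1-1 at 37 °C on non-fermentable ethanol glycerol medium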
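Yeast fusion mutant, YPEG (non-fermentable carbon), compound, 48 h at 37C non-permissive; CellTiterGlo added, 10 min RT, luminescence read. Rescued growth = division inhibition.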
USP2a block: blocks human ubiquitin-specific protease USP2a | O75604 | USP2 core, Ub-CHOP2 coupled fluorogenic reporter, 485/531 | Potency, µM (highest dose often 38.3 µM), for the others: at the top dose activity change, negative = inhibition, most hits filed as inhibitors | actives 0.01% (n = 330,000) | AID 463254;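 note: potency is the fitted concentration of half-maximal effect; plate controls were DMSO wells for no effect and full inhibition by NEM control for full effect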
Target sequence (O75604 whole entry, looked up): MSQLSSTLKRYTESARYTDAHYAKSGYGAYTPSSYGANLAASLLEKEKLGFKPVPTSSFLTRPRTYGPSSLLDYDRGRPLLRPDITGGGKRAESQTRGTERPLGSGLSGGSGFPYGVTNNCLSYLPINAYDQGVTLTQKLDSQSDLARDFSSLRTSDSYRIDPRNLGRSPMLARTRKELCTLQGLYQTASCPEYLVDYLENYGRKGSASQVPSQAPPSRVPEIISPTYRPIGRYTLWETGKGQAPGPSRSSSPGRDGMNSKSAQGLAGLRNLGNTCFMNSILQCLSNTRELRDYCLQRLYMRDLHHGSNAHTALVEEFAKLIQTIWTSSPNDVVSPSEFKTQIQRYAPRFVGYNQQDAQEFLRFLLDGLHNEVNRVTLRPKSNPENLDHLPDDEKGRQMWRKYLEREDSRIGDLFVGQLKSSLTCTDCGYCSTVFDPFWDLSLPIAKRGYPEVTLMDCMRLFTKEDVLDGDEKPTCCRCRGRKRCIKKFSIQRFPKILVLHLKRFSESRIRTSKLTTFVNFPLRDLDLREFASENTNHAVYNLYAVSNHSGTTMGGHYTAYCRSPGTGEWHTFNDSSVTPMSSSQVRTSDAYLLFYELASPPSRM
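USP2 core (10nM final) preincubated 30min RT with compound in 20mM Tris-HCl pH 8.0, 2mM CaCl2, 2mM beta-mercaptoethanol, 0.05% CHAPS; 25nM Ub-CHOP2 plus 25nM reporter substrate added, fluorescence (Ex485/Em531) read after 60min.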
Tb PFK block: T. brucei PFK enzyme inhibition; O15648; T. brucei PFK, ADP-Glo luminescence; Potency, µM (top dose mostly 57.5 µM), for the others: top-dose activity, negative = inhibition, hits mostly inhibitors; actives 0.17% (n = 330,000); AID 485367;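 note: potency is the fitted concentration of half-maximal effect; 0% = uninhibited 1x PFK enzyme wells and -100% = no-enzyme wells; nearly all actives have a fitted effect of over 60% in size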
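ADP-Glo luminescence quantified ADP after 45 min at room temperature, with 1.25 nM T. brucei PFK, 0.1 mM ATP and 0.5 mM fructose-6-phosphate in pH 8.0 TEA buffer. qHTS titrations up to 57 µM; curves classified by quality.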
TSHR antagonist: antagonists of human thyroid stimulating hormone receptor; TSHR-expressing cells, TSH-stimulated cAMP HTRF, 2 h; active compounds read low; activity change, negative = inhibition, % at 11.5 µM; actives 0.2% (n = 330,000); AID 504810;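 active = activity change below a set negative limit, meaning inhibition stronger than a set level, cut at about -70% in these data; inconclusive = activity change between two set negative limits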; note: % is set by controls: 0 for no effect and ±100 for the full control effect
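TSHR-expressing cells were treated with compounds, then stimulated with TSH at EC80 (4nM final) for 2 hours at 37 deg C. Cellular cAMP was measured by HTRF competition between lysate cAMP and cAMP-d2 for a cryptate-labelled anti-cAMP antibody.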
uPA generation: cell surface uPA generation inhibition | cell surface uPA generation assay, qHTS | Potency, µM (highest dose often 38.3 µM), for inactives: top-dose activity change, negative = inhibition, hits mostly inhibitors | actives 0.31% (n = 330,000); active = well fitted inhibition curve with a large enough effect; inconclusive = small, poorly fitted or top-dose-only effect; inactive = no such curve, though single readings can be large or run the other way; tested in mouse RAW 264.7 cells; note: potency is the fitted concentration of half-maximal effect; % is set by controls: 0 for no effect and ±100 for the full control effect; nearly all actives have a fitted effect of over 55% in size
TSG101-PTAP inh: blocks PTAP/TSG101 interaction to inhibit HIV-1 budding | Q99816 | Fluorescence polarization, FITC-PTAP peptide / Tsg101 binding | Potency, µM (highest dose often 115 µM), without a hit: at the top dose activity change, negative = inhibition, actives largely listed as inhibitors | 340,000 tested, under 10 active | AID 493005; active = well fitted inhibition curve with a large enough effect in the main read-out, with a control signal flat, not every such curve was filed as active; inconclusive = small, poorly fitted or top-dose-only effect, or effect the other way, or a change in a side signal; inactive = no such curve, though single readings can be large or run the other way; note: potency is the fitted concentration of half-maximal effect; % of control where 0% means no effect
Target sequence (Q99816 whole entry, looked up): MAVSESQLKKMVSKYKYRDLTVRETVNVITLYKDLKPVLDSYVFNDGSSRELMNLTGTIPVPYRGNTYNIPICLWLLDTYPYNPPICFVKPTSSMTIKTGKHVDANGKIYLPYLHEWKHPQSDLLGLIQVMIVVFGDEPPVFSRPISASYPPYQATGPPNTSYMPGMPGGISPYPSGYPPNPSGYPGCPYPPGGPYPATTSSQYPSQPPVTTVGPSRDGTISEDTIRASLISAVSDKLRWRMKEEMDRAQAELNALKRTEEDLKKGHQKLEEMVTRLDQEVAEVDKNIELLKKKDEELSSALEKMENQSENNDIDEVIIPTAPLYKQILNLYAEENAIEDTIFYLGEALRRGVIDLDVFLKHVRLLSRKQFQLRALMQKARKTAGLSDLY
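Steps: Tsg101 binding domain dispensed (10 uM final), compounds pinned in DMSO, FITC-labeled PTAP-motif peptide added (50 nM final); after 20 min binding at room temperature, polarization measured.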
BCR signal inh: blocks chronic active B-cell receptor signaling. Potency, µM (titrated, usually from 46.1 µM), inactives show at the highest dose ratio change, negative = lower green/red ratio, hits mostly inhibitors. actives 0.05% (n = 340,000). ABC-DLBCL IkBa-CBG/CBR reporter, luminescence ratio, 4 h. AID 493014; active = well fitted inhibition curve with a large enough effect in the signal ratio, with a control signal flat, not every such curve was filed as active; inconclusive = small, poorly fitted or top-dose-only effect, or effect the other way, or a change in a side signal; the % refers to the signal ratio;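 note: potency is the fitted concentration of half-maximal effect; plate controls were basal doxycycline-induced cells for no effect and cells given 10 µM MG132 for full effect; MG132 reads +100%, hits lower the ratio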
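Cell line TMD8 (human ABC DLBCL), stably expressing tet-inducible CBG68-IkBa fusion and CBR; IMDM/0.5% FBS; cpd up to 46 uM; dox induction, 4 h, 37C/5% CO2; dual luminescence; green/red ratio; MG132 control.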
ELG1 DNA repair: inhibitors of ELG1-dependent DNA repair in HEK293T cells | actives 2.3% (n = 330,000) | Potency, µM (highest dose often 46.1 µM), without a hit: top-dose activity change, negative = inhibition, hits mostly inhibitors | HEK293T ELG1-luciferase reporter, luminescence, 16 h; DNA damage induced by 5-fluorouridine; note: potency is the fitted concentration of half-maximal effect; % is set by controls: 0 for no effect and ±100 for the full control effect; nearly all actives have a fitted effect of over 55% in size
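Reporter activity after DNA damage by 5-fluorouridine is monitored. Compound-treated cells incubate 16 hr at 37 °C, then ONE-Glo is added for 30 min before luminescence reading.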
Eya2 inh: blocks the phosphatase activity of human Eya2. actives 0.006% (n = 330,000). recombinant Eya2, OMFP fluorescence dephosphorylation (OMFP is methylfluorescein phosphate). O00167. Potency, µM (top dose mostly 76.9 µM), inactives show at the highest dose activity, negative = inhibition, hits mostly inhibitors; note: potency is the fitted concentration of half-maximal effect; % is set by controls: 0 for no effect and ±100 for the full control effect
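Eya2 protein (added as 0.2 uM solution) was preincubated with compound for 10 min at ambient temperature in 50 mM HEPES pH 7.5, 50 mM NaCl, 5 uM MgCl2, 0.05% BSA, 1 mM DTT. OMFP (added at 50 uM) then reacted 10 min; fluorescence read at 485/525 nm.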
B2AR arrestin: agonists driving beta-arrestin recruitment to human beta2-adrenergic receptor; P07550; beta-arrestin recruitment to beta2AR, cell-based reporter; Potency, µM (titrated, usually from 46.1 µM), for the others: at the highest dose activation, usual class: activators; actives 0.02% (n = 330,000);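 note: potency is the fitted concentration of half-maximal effect; 0% = DMSO controls and full agonism = EC100 isoproterenol or metaproterenol; nearly all actives have a fitted effect of over 65% in size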
TCR act: T cell receptor activation. 330,000 tested, under 10 active. Potency, µM (top dose mostly 9.22 µM), without a hit: top-dose activation of IL-2 secretion, usual class: activators. primary human leukocytes, anti-CD3, IL-2 HTRF, 48 h. AID 504894; note: % of control where 0% means no effect
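Primary human leukocytes receive a-CD3 beads and test compound and are incubated 48 hr. Secreted IL-2 is then assayed by HTRF, measuring 665nm acceptor emission after 320nm excitation of the europium donor.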
Starred values were filed as active, the others as inactive; ? = inconclusive; · = not tested or not shown; [ ] = another dose, or the depositor's remark. Unless noted, calls come from the whole dose curve; as a rule, active = well fitted curve in the direction sought with a large enough effect; inconclusive = small, poorly fitted or top-dose-only effect, or another doubt; inactive = no such curve, though single readings can be large; an effect the other way counts as inactive or inconclusive.

Values in the order – Mito fusion act, USP2a block, Tb PFK block, TSHR antagonist, uPA generation, TSG101-PTAP inh, BCR signal inh, ELG1 DNA repair, Eya2 inh, B2AR arrestin, TCR act
C=CCNC(=O)CSc1nc2sccc2c(=O)n1-c1ccccc1
    5%, 2%, 1%, -1, -1%, -2%, 1%, 23%, 0%, -0.9%, 0%
O=c1oc(-c2cccs2)nc2sc3c(c12)CCCC3
    0%, 5%, -3%, -15, 1%, -9%, ?, ?, 11%, -1.4%, 2%
COc1cc2c(=O)n(CCC(=O)NCC3CCCO3)c(=O)n(CC(=O)Nc3ccc(F)cc3)c2cc1OC (configuration not stated)
    -1%, 1%, 3%, -16, -2%, -5%, ?, -3%, 6%, 0.0%, -2%
COc1ccccc1CN1C[C@@H]2C[C@@H](c3ccc4nsnc4c3)N3CCC[C@@]23C1=O
    3%, -7%, -7%, 10, -1%, 5%, -21%, -18%, -26%, ?, 1%
COc1ccc(CCn2c(-c3ccco3)nc3nc4ccccc4nc32)cc1OC
    1%, 0%, -2%, -4, ·, ·, ?, 4.6µM*, 25%, -0.5%, ·
O=c1ccccn1Cc1c(F)cccc1Cl
    0%, 0%, 3%, 2, 1%, -8%, ?, -5%, 21%, 0.3%, -51%
CCOC(=O)C1(Cc2ccccc2)CCCN(C(=O)c2cnn(CC)c2)C1 (configuration not stated)
    5%, -1%, -1%, -14, 0%, 0%, 3%, ?, 8%, 0.0%, -107%
Cc1ccc(C2CCN(C(=S)NC3CCCCC3)C2)cc1 (configuration not stated)
    -6%, 1%, 0%, -20, -7%, -9%, 4%, ?, -14%, 0.5%, -1%
Cc1ccc(NC(=O)c2ccc([N+](=O)[O-])cc2Cl)nc1
    3%, 3%, 3%, -1, -1%, 0%, -1%, ?, -3%, 0.6%, 2%[46.1 µM]
Cc1ccc(C(=O)NCCNC(=O)c2ccccn2)cc1
    0%, 0%, 2%, 1, 3%, -5%, -8%, 21%, -2%, 9.8%, -3%
Cc1cc(Cl)ccc1Oc1nc(-c2ccccc2)ncc1S(C)(=O)=O
    -3%, 0%, -3%, 9, -1%, -6%, 5%, 11%, 8%, -0.1%, 7%
Cc1ccc(C(=O)N/C(=C/C=C/c2ccccc2)C(=O)NCc2ccco2)cc1
    3%, 2%, 4%, 19, -2%, -2%, ?, ?, -3%, -0.6%, -3%
COc1cc2c(cc1OC)CN(C(=O)c1ccc(OC)c(S(=O)(=O)N3CCCC3)c1)CC2
    3%, 2%, -3%, -8, 3%, 4%, 0%, -7%, 10%, -1.5%, 5%
COc1cc2c(cc1OC)C(c1cc3cc4c(cc3[nH]c1=O)OCO4)N(C(=O)C1CC1)CC2 (configuration not stated)
    -4%, 1%, 0%, -11, 2%, -7%, ?, 7%, -1%, -0.6%, 5%[46.1 µM]
CCOC(=O)c1cnc(SCC(=O)N2CCc3ccccc32)nc1N
    -4%, 3%, -3%, -2, 7%, 0%, ?, 18%, -3%, 0.1%, -4%

Seven consecutive compounds from above, quoted:
Values in the order – Mito fusion act, USP2a block, Tb PFK block, TSHR antagonist, uPA generation, TSG101-PTAP inh, BCR signal inh, ELG1 DNA repair, Eya2 inh, B2AR arrestin, TCR act
Cc1ccc(C2CCN(C(=S)NC3CCCCC3)C2)cc1 (configuration not stated)
    -6%, 1%, 0%, -20, -7%, -9%, 4%, ?, -14%, 0.5%, -1%
Cc1ccc(NC(=O)c2ccc([N+](=O)[O-])cc2Cl)nc1
    3%, 3%, 3%, -1, -1%, 0%, -1%, ?, -3%, 0.6%, 2%[46.1 µM]
Cc1ccc(C(=O)NCCNC(=O)c2ccccn2)cc1
    0%, 0%, 2%, 1, 3%, -5%, -8%, 21%, -2%, 9.8%, -3%
Cc1cc(Cl)ccc1Oc1nc(-c2ccccc2)ncc1S(C)(=O)=O
    -3%, 0%, -3%, 9, -1%, -6%, 5%, 11%, 8%, -0.1%, 7%
Cc1ccc(C(=O)N/C(=C/C=C/c2ccccc2)C(=O)NCc2ccco2)cc1
    3%, 2%, 4%, 19, -2%, -2%, ?, ?, -3%, -0.6%, -3%
COc1cc2c(cc1OC)CN(C(=O)c1ccc(OC)c(S(=O)(=O)N3CCCC3)c1)CC2
    3%, 2%, -3%, -8, 3%, 4%, 0%, -7%, 10%, -1.5%, 5%
COc1cc2c(cc1OC)C(c1cc3cc4c(cc3[nH]c1=O)OCO4)N(C(=O)C1CC1)CC2 (configuration not stated)
    -4%, 1%, 0%, -11, 2%, -7%, ?, 7%, -1%, -0.6%, 5%[46.1 µM]

The list goes on:
Values in the order – Mito fusion act, USP2a block, Tb PFK block, TSHR antagonist, uPA generation, TSG101-PTAP inh, BCR signal inh, ELG1 DNA repair, Eya2 inh, B2AR arrestin, TCR act
O=C(NCCc1ccc(Cl)cc1)c1cc2ccccn2n1
    -15%, -2%, -3%, 3, -1%, -2%, ?, 13%, ?, -0.1%, -1%
Brc1ccccc1-c1nnc(-c2cccnc2)o1
    1%, 0%, 4%, 0, -2%, -8%, -29%, ?, -1%, 0.0%, 4%
COC(=O)C(Cc1ccc(O)cc1)N1Cc2ccccc2C1=O (configuration not stated)
    1%, 3%, -2%, 0, -4%, -7%, 2%, ?, 16%, -0.4%, -3%
CCCCCC1CCC(c2nnc(SCC(C)=O)o2)CC1 (configuration not stated)
    6%, -1%, -8%, -6, 5%, -1%, 14%, -14%, 17%, 0.2%, ·
Cc1ccc(-c2ccc(/C=N/NC(=O)c3ccccc3O)o2)cc1
    -11%, 0%, -2%, -9, ·, ·, ?, ?, 7%, -0.2%, ·
COc1ccc(S(=O)(=O)Nc2ccccc2C(=O)NCc2cccnc2)cc1OC
    -9%, 3%, -6%, -9, 2%, -2%, 9%, 10%, 12%, -0.7%, -2%
CN1CCN(CC(O)COCc2ccc3c(c2)OCO3)CC1 (configuration not stated)
    1%, 4%, -5%, 5, 1%, 2%, -1%, 8%, -5%, -0.5%, 6%
OC1CCN(c2c3c(nc4cc(-c5cccc(F)c5)nn24)CCCC3)CC1
    ?, -7%, -11%, -23, 0%, 1%, ?, ?, -25%, 0.1%, 5%
CC(C(=O)N1CCc2ccccc21)N1CCN(S(=O)(=O)c2cccs2)CC1 (configuration not stated)
    9%, -8%, 3%, 31, -7%, -2%, -4%, -39%, -14%, 0.5%, -3%
CCCn1nnc(NC(=O)COc2cc(C)ccc2C(C)C)n1
    -4%, 2%, 5%, 16, 12%, -1%, 3%, -7%, 4%, -0.1%, -3%
COc1ccc(CCNC(=O)c2cc(-c3cc(C)c(C)cc3O)n[nH]2)cc1OC
    -5%, -1%, -6%, 1, 4%, -5%, -4%, -10%, 2%, -0.5%, -1%
CC(C)(C)c1ccc(OCC(=O)NCc2ccco2)c(Br)c1
    18%, 4%, -1%, -17, -5%, -7%, 11%, ?, -24%, -0.9%, ·
Cc1ccc(Cn2c(SCc3cccnc3)nc3c2c(=O)n(C)c(=O)n3C)cc1
    4%, 0%, 8%, 11, -4%, -8%, 5%, 3%, -17%, -1.3%, 0%
COCC(=O)N1CCC(Oc2ccc(C(=O)NCc3csc(C(C)C)n3)cc2)CC1
    -11%, -7%, 3%, -14, -2%, 2%, ?, -4%, 8%, 0.3%, -2%
CCN(CC(=O)Nc1ccc([N+](=O)[O-])cc1OC)c1ccccc1
    6%, -1%, 0%, -27, 8%, -4%, ?, -21%, 6%, -0.6%, 2%
Cc1cc(NC(=O)C(C)Oc2ccc(Cl)cc2Cl)no1 (configuration not stated)
    -9%, 0%, 1%, -9, -3%, 1%, -14%, ?, 4%, 0.1%, 11%
Cc1ccc2nc(Nc3ccc(C)c(Cl)c3)c3nncn3c2c1
    16%, -3%, 5%, 3, -15%, 0%, ?, -2%, 0%, -0.7%, -44%
COc1ccc(N2C(=O)/C(=C/N(C)C)NC2=S)cc1
    7%, 2%, -6%, -6, 4%, 0%, -8%, ?, 2%, 0.1%, 4%
NS(=O)(=O)c1ccc(CCNC(=O)COC(=O)C2CCC2)cc1
    0%, -1%, -2%, -4, 1%, -3%, -5%, 9%, ?, -1.0%, 0%

Screens from PubChem.

Outcome played no part in choosing rows. Share with any hit: about 3%.
